Assay outcomes from PubChem.
Myeloid diff 2 = compounds promoting myeloid differentiation; ER-HoxA9 myeloid progenitors, lysozyme-GFP differentiation, flow cytometry; calls only at 10 µM; 360,000 compounds, 1% hits; AID 624256;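 active = normalized GFP-positive differentiation at or above the plate's own cutoff, the solvent-only control mean plus 3 SD; inconclusive = no clear call, values can overlap the other calls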;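 note: cells exposed to compound for four days before flow analysis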
KOR beta-arrestin-1 = kappa opioid receptor blockers – cell-based, luminescence, uHTS (AID 1778); KOR beta-arrestin recruitment, luminescence, antagonist mode; higher % means a stronger effect; inhibition, % at 10 µM; hits with a dose series show IC50 in µM; 290,000 compounds, 0.091% hits; note: strong numbers were not always called active
T cell HTS = modulates CD8 T cell binding to vesicles | 2C CD8+ T cell-vesicle binding, flow cytometry; hits give low values | calls only at 7 µM | 330,000 compounds, 0.068% hits | AID 2052;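 active = response, share of CD8 T cells binding vesicles, and their 90th percentile fluorescence all below set limits, cut at about 80% in these data, passing the limit was not always enough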
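Test system: purified 2C TCR transgenic mouse naive CD8+ T cells. Probe or stimulus: QL9-peptide-loaded Drosophila micro-vesicles bearing Ld, ICAM-1 and B7-1. Incubation: binding step 1.5 h, 37 °C, antibody labelling 20 min, ice. Measured by: flow cytometry of vesicle-bound cells.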
NTR1 agonist = agonists of NTR1, primary screen, imaging, U2OS cells, beta-arrestin-GFP, high content (AID 493036); NTR1-U2OS beta-arrestin-GFP spot imaging, agonist mode; activation, % at 20 µM; 330,000 compounds, 0.17% hits;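 active = activation at or above 40% of the spot to cytoplasm intensity ratio, with at least 20 cells analyzed; inconclusive = wells under 20 cells, flagged as cytotoxic or low count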;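 note: 0% = DMSO without peptide and 100% = 100 nM NTR1 peptide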
Target sequence (P30989 whole entry, looked up): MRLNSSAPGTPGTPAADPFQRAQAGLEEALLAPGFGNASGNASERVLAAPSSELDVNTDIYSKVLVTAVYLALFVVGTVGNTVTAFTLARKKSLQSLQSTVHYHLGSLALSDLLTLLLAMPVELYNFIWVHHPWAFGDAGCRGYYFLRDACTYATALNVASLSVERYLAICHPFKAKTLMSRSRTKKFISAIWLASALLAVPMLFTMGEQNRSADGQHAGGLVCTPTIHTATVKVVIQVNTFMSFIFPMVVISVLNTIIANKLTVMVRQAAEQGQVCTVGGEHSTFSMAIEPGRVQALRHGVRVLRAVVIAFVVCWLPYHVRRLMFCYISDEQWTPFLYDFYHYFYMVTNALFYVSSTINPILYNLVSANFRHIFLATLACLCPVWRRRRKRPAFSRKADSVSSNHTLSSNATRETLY
NOD1 inhibition = inhibition of NOD1-driven NF-kB reporter – cell-based, luminescence, uHTS, primary screen (AID 1578). 290,000 compounds, 1% hits. inhibition, % at 4 µM, or EC50 in µM where a hit was titrated. NOD1-driven NF-kB luciferase reporter cells, luminescence; higher % means a stronger effect; in the data active = inhibition mostly above about 36%, no sharp cut-off; inactive = mostly below about 34%;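 note: HEK-293T reporter cells stimulated with the NOD1 agonist gamma-tri-DAP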
GPR55 LPI antagonism = GPR55 antagonists blocking LPI-driven arrestin recruitment, primary screen, imaging, U2OS, beta-arrestin-GFP, LPI agonist (AID 2013) | U2OS GPR55 beta-arrestin-GFP translocation imaging, LPI antagonism; higher % means a stronger effect | 290,000 compounds, 0.13% hits | inhibition, % at 10 µM; hits with a dose series show IC50 in µM;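 active = spots per cell inhibited over 60%, with over 100 cells counted and total cytoplasm intensity under 500,000; inconclusive = wells with under 100 cells, flagged as likely toxic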;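 note: U2OS cells stably carrying GPR55 and arrestin-GFP stimulated by 5 µM LPI near EC80; imaged beta-arrestin-GFP aggregate spots per cell after agonist stimulation; plate controls were LPI-stimulated DMSO wells for no effect and DMSO wells without LPI for full effect; some results filed as inactive read as strong as hits; confirmed hits need IC50 under 10 µM and bright autofluorescent wells are also inconclusive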
HEK293 NOD2/NF-kB = NOD2 signaling inhibitors, cell-based, luminescence, uHTS, HEK293 (AID 1566). 290,000 compounds, 0.63% hits. HEK293 NOD2/NF-kB luciferase reporter, luminescence; higher % means a stronger effect. inhibition, % at 4 µM; hits with a dose series show EC50 in µM; note: many of its hits are not listed in these tables
KOR beta-arrestin-2 = kappa opioid receptor activators – cell-based, luminescence, uHTS, primary screen (AID 1777); 280,000 compounds, 0.02% hits; KOR beta-arrestin recruitment, luminescence; higher % means a stronger effect; one-dose activation, % at 10 µM; EC50 in µM for titrated hits; in the data active = activation above about 50%, passing the limit was not always enough; note: a part of the inactive calls stands beside numbers as strong as those of hits
GPR55 beta-arrestin = GPR55 agonists via beta-arrestin recruitment, primary screen, imaging, U2OS cells, beta-arrestin-GFP redistribution (AID 1961) | U2OS GPR55 beta-arrestin-GFP redistribution imaging; higher % means a stronger effect | activation, % at 10 µM; hits with a dose series show EC50 in µM | 290,000 compounds, 0.048% hits;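 active = activation above 40% with more than 50 cells counted in the well; inconclusive = wells holding fewer than 50 cells, flagged as toxic or sparse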;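 note: U2OS osteosarcoma cells stably expressing GPR55 and beta-arrestin-GFP; plate controls were DMSO negative control for no effect and LPI positive control for full effect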
T cell HTS vesicle-bound % = recorded beside T cell HTS, whose call it bears; double positive events, %; measured here: CD8+ vesicle-bound cell fraction;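 binding gate set so that unloaded-vesicle control wells show 10% double positive cells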
NTR1 agonist cell count 20 µM = further read-out of NTR1 agonist, marked with its call; cell count; measured here: cell count, cytotoxicity flag
Myeloid diff 2 GFP+ MAC1+ % = also measured in Myeloid diff 2; calls as there; GFP+ MAC1+ double positive, %; measured here: differentiation confirmed by MAC1 staining
The depositor's hits bear a star; i = inactive; ? = inconclusive; . = no result given; [ ] = another dose, or the depositor's remark. Cut-off read from the data, not from the text of the source, unless noted: active = inhibition above about 50%; inactive = the rest.

smiles	Myeloid diff 2	Myeloid diff 2 GFP+ MAC1+ %	KOR beta-arrestin-1	T cell HTS	T cell HTS vesicle-bound %	NTR1 agonist	NTR1 agonist cell count 20 µM	NOD1 inhibition	GPR55 LPI antagonism	HEK293 NOD2/NF-kB	KOR beta-arrestin-2	GPR55 beta-arrestin
CCCn1c(=C(C#N)C#N)s/c(=C2\C=Cc3ccccc3N2CC)c1=O	i	1.3	-2%	.	.	.	.	0%	9%	10%	-3.2%	-0.2%
OC(c1ccccc1)C(CN1CCOCC1)c1ccccc1 (configuration not stated)	i	0.5	16%	i	20	-0.4	67	-2%	8%	8%	-1.2%	-0.3%
CCCC(C)NC(=O)CN1C(=O)c2cccc3cccc1c23 (configuration not stated)	i	0.9	29%[20 µM]	i	58	0.1	69	-19%	3%	2%	-2.6%	-0.1%
CCOC(=O)C1C(=O)C(C(=O)OCC)C(c2cccnc2)NC1c1cccnc1 (configuration not stated)	i	1.0	0%	i	40	-0.4	39	4%	12%	6%	-2.6%	0.2%
COc1ccc(C2NC(=S)NC3=C2N2CCC3CC2)cc1 (configuration not stated)	i	0.5	27%	i	27	-0.4	46	4%	-5%	11%	-1.0%	-0.3%
CCOC(=O)N1CCN(C(=O)CSc2nnc(-c3cc(OC)cc(OC)c3)o2)CC1	i	0.8	-4%	i	48	0.2	55	-20%	4%	-8%	-0.4%	-0.2%
O=c1c(-c2ccco2)[n+]([O-])c2ccccc2n1OCc1ccccc1[N+](=O)[O-]	i	0.1	30%	i	51	1.6	45	-29%	-12%	15%	-1.8%	-0.1%
O=C(NC1CC1)c1cc(Cl)ccc1[N+](=O)[O-]	i	1.1	0%	i	43	-0.1	74	-16%	2%	10%	-5.1%	-0.4%
COc1ccc(C2(c3ccc(OC)cc3)NC(=O)N(CC(=O)Nc3ccccc3C)C2=O)cc1	i	0.0	-4%	i	2	1.5	59	-44%	-8%	0%	2.3%	0.0%
Cc1ccc(C(=O)O)cc1NS(=O)(=O)c1ccc2ccccc2c1	i	0.2	9%	i	14	-1.2	57	-1%	-10%	-3%	-1.4%	0.0%
CC1CCN(S(=O)(=O)c2cccc(C(=O)NCc3ccco3)c2)CC1	i	0.7	28%	i	45	0.8	79	-11%	-11%	22%	4.0%	0.1%
Cc1c(Cl)cccc1NC(=O)CSc1nnc(C)n1CC1CCCO1 (configuration not stated)	i	1.7	0%	i	28	0.6	50	10%	-7%	12%	-0.4%	-0.1%
Cc1ccc(NC(=O)c2noc3c2CCCCC3)cc1	i	1.1	30%	i	24	2.5	59	-36%	-8%	-76%	-2.8%	-0.1%
CC1(C)CC(=O)c2c(nn(-c3ccccc3)c2N)C1	i	6.4	24%	i	38	-0.6	39	3%	-7%	19%	4.0%	-0.1%
Cc1nc(-c2cc(-c3nc(-c4ccc(C(F)(F)F)cc4)no3)no2)cs1	i	0.8	-26%	i	41	1.2	58	6%	10%	38%	-3.2%	-0.1%
O=C(Nc1ccc2c(c1)OCCO2)c1ccc(Br)cc1	i	0.1	-26%[20 µM]	i	21	-0.2	77	-35%	2%	-125%	-1.5%	0.3%
COc1cc(OC)c(OC)cc1CCC(C)NCCC(c1ccccc1)c1ccccc1 (configuration not stated)	i	1.2	11µM*	i	24	11	86	-24%	42%	-22%	-0.7%	-0.1%
Cc1ccc(N(C(=O)CNC(=O)c2ccco2)C(C(=O)NC2CCCC2)c2ccncc2)cc1F (configuration not stated)	i	2.6	-8%	i	27	-1.3	52	-25%	4%	-8%	3.3%	-0.2%
CC1=Nc2cc(C(=O)NCCCOC(C)C)ccc2Sc2ccc(C)cc21	?	.	-120%	i	22	5.9	66	13%	19%	-14%	8.5%	-0.3%
COc1cc(NC(=O)c2ccc(Br)o2)ccc1NC(=O)C(C)C	i	0.7	4%	i	11	-0.3	68	-9%	-5%	14%	1.8%	-0.1%

Carrying on:
smiles	Myeloid diff 2	Myeloid diff 2 GFP+ MAC1+ %	KOR beta-arrestin-1	T cell HTS	T cell HTS vesicle-bound %	NTR1 agonist	NTR1 agonist cell count 20 µM	NOD1 inhibition	GPR55 LPI antagonism	HEK293 NOD2/NF-kB	KOR beta-arrestin-2	GPR55 beta-arrestin
COc1cc(Br)c(/C=C/c2ccc3cccc(O)c3n2)cc1OC	i	0.1	15%	i	25	2.1	82	12%	5%	8%	-4.6%	-0.1%
CCOc1ccc(/C(O)=C2/C(=O)C(=O)N(CCCn3ccnc3)C2c2cccs2)cc1Cl (configuration not stated)	i	1.7	3%	i	32	2.5	86	-18%	3%	8%	0.3%	0.3%
O=C(N1CCNCC1)N1CCOCC1	.	.	-11%	i	44	-0.4	73	7%	6%	16%	-7.0%	-0.1%
CN(C)c1cccc2c1C(=O)c1ccccc1C2=O	i	0.9	-4%	i	33	-0.2	46	16%	9%	5%	-2.4%	0.3%
CCc1noc(C)c1C(=O)Nc1cccc2ncccc12	i	1.5	-26%	i	65	2.2	64	23%	-10%	6%	6.2%	0.0%
COC(=O)c1cc2ccsc2n1Cc1cccc(F)c1	i	0.1	7%	i	5	4.8	76	-38%	4%	-20%	1.4%	-0.3%
Cc1noc(C)c1C(=O)OCC(=O)c1cc(C)n(Cc2ccccc2Cl)c1C	i	0.7	24%	i	53	-3.2	100	-12%	-7%	-32%	1.0%	-0.2%
COc1ccc(OC)c(C2=NNC(=NCc3ccc4c(c3)OCO4)SC2)c1	i	0.1	0%	i	60	-1.8	80	-18%	14%	-7%	0.4%	-0.2%
COCCCNCCCCOc1ccc(Br)cc1C	i	0.5	-12%	i	21	-0.3	61	-4%	0%	-2%	4.6%	-0.1%
CC(C)CC(NC(=O)C(CC(C)C)NC(=O)OC(C)(C)C)C(N)=O (configuration not stated)	i	1.2	-52%	i	50	-0.8	38	7%	-1%	22%	9.5%	0.1%
Oc1ccccc1C1=NCCNC(C(F)(F)F)=C1	i	0.5	-58%[20 µM]	i	50	-0.4	44	-21%	-5%	-2%	-3.8%	0.2%
Cc1nnc(NC(=O)Cn2cnc3c2c(=O)n(C)c(=O)n3C)s1	i	0.4	.	i	28	2.1	65	-43%	9%	1%	.	-0.3%
CSc1cccc(NC(=O)CSc2ccccc2)c1	i	1.4	16%	i	19	-0.5	87	.	4%	-17%	0.7%	0.0%
CCOC(=O)c1cc2cc(OC)ccc2[nH]1	i	0.6	-51%	i	58	0.3	57	-37%	-2%	-80%	6.5%	-0.1%
CCOCCCNC(=S)N1CCC(NC(=O)C2CCCCC2)CC1	i	0.6	-4%	i	16	0.2	44	-45%	-2%	8%	-1.5%	-0.6%
CCC(=O)c1c[nH]c(C(=O)NCC2CCCO2)c1 (configuration not stated)	i	0.9	-2%	i	40	-0.4	70	-12%	10%	16%	-0.7%	-0.2%
COc1ccc(N(C)S(=O)(=O)c2cccc(C(=O)OC(C(=O)Nc3cc(C)cc(C)c3)c3ccccc3)c2)cc1 (configuration not stated)	i	0.5	20%	i	35	-1.3	51	-11%	-2%	-40%	-4.5%	0.3%
Clc1ccc(C[n+]2cc(-c3ccccc3)n3c2CCC3)cc1	i	1.7	3%	i	34	2.0	44	3%	74%	5%	0.8%	-0.1%
CC1(O)C(=O)c2ccccc2N(c2ccccc2)C1=O (configuration not stated)	i	0.4	-2%	i	54	-0.6	46	-16%	5%	7%	-3.0%	-0.3%
COc1cc(-c2nnn(CC(=O)NC3CCS(=O)(=O)C3)n2)ccc1OCc1ccccc1 (configuration not stated)	i	0.5	4%	i	18	-0.5	55	-41%	7%	-17%	0.4%	-0.4%

Next section.
smiles	Myeloid diff 2	Myeloid diff 2 GFP+ MAC1+ %	KOR beta-arrestin-1	T cell HTS	T cell HTS vesicle-bound %	NTR1 agonist	NTR1 agonist cell count 20 µM	NOD1 inhibition	GPR55 LPI antagonism	HEK293 NOD2/NF-kB	KOR beta-arrestin-2	GPR55 beta-arrestin
COCCCn1c(C(=O)NC2CCCCC2C)cc2c(=O)n3cccc(C)c3nc21 (configuration not stated)	i	1.3	-27%	i	26	18	62	-10%	5%	9%	0.2%	-0.1%
CCCCN(CCCNC(=O)C1CCCN(S(=O)(=O)CC)C1)Cc1ccccc1 (configuration not stated)	.	.	-9%	i	7	0.0	48	-16%	16%	6%	2.9%	0.0%
O=C1COc2ccc(C(=O)NC3CC3)cc2N1	i	0.7	5%	i	38	-1.2	47	-24%	-1%	2%	-0.1%	-0.4%
Cc1ccc(OCC(=O)N(Cc2ccc(N(C)C)cc2)C2CCS(=O)(=O)C2)cc1 (configuration not stated)	i	0.7	-19%	i	23	-3.3	88	-17%	-8%	-10%	-2.3%	0.2%
CC1=CC(C)(C)n2c(O)c(N=NC(N)=S)c3cc(C)cc1c32	i	0.6	12%	i	70	4.8	78	6%	-1%	-5%	-3.5%	-0.2%
COC(=O)C(C)Oc1cc(OC(C)C(=O)OC)c2c(C)c(Cl)c(=O)oc2c1 (configuration not stated)	i	0.2	8%	i	26	1.6	66	-13%	7%	12%	-3.0%	-0.1%
CCOC(=O)c1oc2cc(C)cc(O)c2c(=O)c1-c1csc(C)n1	i	0.7	22%	i	19	3.5	41	3%	-2%	6%	-0.3%	0.6%
O=Cc1ccc(-c2cc(Cl)ccc2Cl)[nH]1	i	0.0	-25%	i	31	5.1	61	-29%	-2%	4%	-1.4%	-0.2%
COc1ccc(S(=O)(=O)N(C)C2CCN(C)CC2)cc1	i	2.3	2%	i	23	-1.2	62	-1%	3%	-2%	-4.4%	0.3%
CCOC(=O)c1cnc2c(C)c(C)ccc2c1NCCN1CCOCC1	i	0.2	-54%[20 µM]	.	.	2.9	65	-1%	3%	11%	-3.3%	-0.1%
CCOc1ccc(NC(=O)c2ccc3c(=O)n4c(nc3c2)CCCCC4)cc1	i	3.1	-17%	i	8	2.6	70	10%	14%	39%	-5.2%	-0.1%
CCOc1ccccc1OCC(=O)NNC(=O)Cn1cnc2c1c(=O)n(C)c(=O)n2C	i	0.2	.	i	21	-1.1	26	-15%	8%	0%	.	-1.1%
Cc1ccc(NS(=O)(=O)c2cccc(C(=O)O)c2)cc1S(=O)(=O)N1CCCCC1	i	0.3	4%	i	26	4.1	66	-23%	6%	2%	1.9%	0.2%

The list is partial; rates above refer to the full screens.
